Bioassay records (PubChem)
NS5 inhibitors: flavivirus cap methylation enzyme inhibition – biochemical, confirmation dose response, primary screen (AID 588689); inhibition, % at 25 µM, or IC50 in µM where a hit was titrated; Dengue-2 NS5 methyltransferase capping enzyme assay, biochemical; higher % means a stronger effect; 0.3% of 340,000 active; in the data active = a potency from the dose series
Yfh1-depleted yeast: mitochondrial function rescue without frataxin homolog – Friedreich's ataxia, plus single-dose screen, dose response (AID 1465). S. cerevisiae Yfh1-off respiration, WST-1 reduction, 72 h; higher fold induction means a stronger effect. fold induction at 50 µM, or EC50 in µM where a hit was titrated. 0.074% of 220,000 active;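 active = fold induction of absorbance versus untreated yeast above a set limit, then at least 30% activation at any dose in follow-up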;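 note: activators that raise dye reduction in frataxin-depleted yeast; strong numbers were not always called active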
WT yeast gro inh: growth inhibition of WT yeast, mitochondrial fusion screen; mitochondrial fusion phenotypic screen, WT strain; inhibition, % at 10 µM; 2.1% of 190,000 active; in the data active = inhibition above about 58%; tested in S. cerevisiae
XIAP antagonists: small molecules displacing peptide from XIAP – biochemical, IAP family, fluorescence polarization (AID 1018); XIAP BIR domain, fluorescence polarization peptide displacement; higher % means a stronger effect; one-dose displacement, % at 20 µM; IC50 in µM for titrated hits; 0.007% of 200,000 active; in the data active = displacement above about 50%; note: a part of the inactive calls stands beside numbers as strong as those of hits
SV40 large T antigen: TAg ATPase/helicase activity blockers – biochemical (AID 1903). SV40 large T antigen ATPase/helicase inhibition assay; higher % means a stronger effect. one-dose inhibition, % at 20 µM; IC50 in µM for titrated hits. 0.39% of 310,000 active; in the data active = a potency from the dose series; note: strong numbers were not always called active
K1F lysis inhibition: inhibition of K1F phage lysis, E. coli UTI89, bacterial capsule biogenesis inhibitors, alamar blue (AID 488966) | E. coli UTI89 K1F phage lysis, alamar blue, 2 h; higher % means a stronger effect | one-dose inhibition, % at 100 µM; IC50 in µM for titrated hits | 0.02% of 340,000 active;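 active = phage lysis inhibition, versus mean bacterial control, above a set limit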;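 note: capsule biogenesis inhibitors block K1F phage lysis so surviving cells raise fluorescence; higher fluorescence means more inhibition of phage lysis; actives were called in the ten point dose series up to 300 µM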
RSV antiviral HEp-2: RSV antiviral activity via CPE protection, HEp-2 cells, primary 10 µM value included (AID 2391); HEp-2 cells, RSV-induced CPE inhibition; higher % means a stronger effect; CPE inhibition, % at 10 µM; hits with a dose series show IC50 in µM; 0.13% of 310,000 active; in the data active = a potency from the dose series; note: strong numbers were not always called active
West Nile virus CPE: inhibition of WNV-induced cytopathic effect – cell-based, CPE readout (AID 1621); West Nile virus-infected cells, CPE inhibition; higher % means a stronger effect; CPE inhibition, % at 10 µM, or IC50 in µM where a hit was titrated; 0.02% of 290,000 active; in the data active = a potency from the dose series; note: strong numbers were not always called active
ER stress rescue: rescue of cells from ER stress-induced death, primary screen, 384-well, CSM14.1, thapsigargin, ATP luminescence (AID 1222) | CSM14.1 thapsigargin-induced death rescue, ATP luminescence; higher % means a stronger effect | cellular ATP content (survival), % at 20 µM; hits with a dose series show EC50 in µM | 190,000 tested, under 10 active;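 active = EC50 below 50 µM in the dose-response confirmation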;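 note: death triggered by thapsigargin at about 15 µM added after 2 h compound pretreatment; cell ATP read after overnight thapsigargin exposure of roughly 18 to 22 hours; normalized against plate controls of thapsigargin alone and 5% DMSO vehicle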
WT yeast gro inh mutant strain: second read-out of WT yeast gro inh, no call of its own (marks repeat the call); inhibition, %; mitochondrial fusion phenotypic screen, mutant strain inhibition
NS5 inhibitors pilot replicate: also measured in NS5 inhibitors; calls as there; inhibition, %; measured here: pilot screen replicate inhibition
* marks the source's active call; other numbers are inactive results; i = inactive; . = not tested or not shown; [ ] = remark or other dose.

The opening 3 entries, ahead of the listing:
SMILES	NS5 inhibitors	Yfh1-depleted yeast	WT yeast gro inh	WT yeast gro inh mutant strain	XIAP antagonists	SV40 large T antigen	K1F lysis inhibition	RSV antiviral HEp-2	West Nile virus CPE	ER stress rescue	others
CN(C)C(CNC(=S)Nc1ccccc1Cl)c1cccnc1 (stereo not drawn)	-3.6%	i	13.5	-3.8	-1.8%	6.9%	0.3%	-1.2%	0.5%	-3.3%
COCCn1c(COc2cccc(OC)c2)nnc1SCC(=O)NC1CCCCC1	2.9%	.	.	.	.	7.6%	-1.0%	1.1%	-0.7%	.
CCCCN(C(=O)CSc1nnc(-c2ccccc2OC)n1C)c1c(N)n(Cc2ccccc2)c(=O)[nH]c1=O	8.8%	i	-2.4	7.9	-3.7%	6.0%	-0.2%	2.0%	-0.1%	-1.2%

The listing, from the start:
SMILES	NS5 inhibitors	Yfh1-depleted yeast	WT yeast gro inh	WT yeast gro inh mutant strain	XIAP antagonists	SV40 large T antigen	K1F lysis inhibition	RSV antiviral HEp-2	West Nile virus CPE	ER stress rescue	others
CN(C)C(CNC(=S)Nc1ccccc1Cl)c1cccnc1 (stereo not drawn)	-3.6%	i	13.5	-3.8	-1.8%	6.9%	0.3%	-1.2%	0.5%	-3.3%
COCCn1c(COc2cccc(OC)c2)nnc1SCC(=O)NC1CCCCC1	2.9%	.	.	.	.	7.6%	-1.0%	1.1%	-0.7%	.
CCCCN(C(=O)CSc1nnc(-c2ccccc2OC)n1C)c1c(N)n(Cc2ccccc2)c(=O)[nH]c1=O	8.8%	i	-2.4	7.9	-3.7%	6.0%	-0.2%	2.0%	-0.1%	-1.2%
CN(C(=O)Cn1nnc(-c2ccccc2)n1)C1CCS(=O)(=O)C1 (stereo not drawn)	-3.6%	.	.	.	.	6.0%	0.8%[50 µM]	-0.6%	.	.
CCOC(=O)CC(=O)CSc1ncnc2c1nnn2-c1ccc(OC)cc1	-5.9%	i	9.2	-2.2	-0.1%	7.6%	0.4%	1.6%	0.2%	.
C/C(Cl)=C\Cn1c(O)c(N=O)c2ccccc21	0.0%	i	8.8	-16.6	-5.6%	-11.2%	-1.3%	7.8%	1.6%	1.6%
COc1cccc(C2C(C(=O)c3ccco3)=C(O)C(=O)N2CCN(C)C)c1OC (stereo not drawn)	0.0%	i	-38.8	11.1	-5.2%	4.8%	1.0%	0.8%	0.4%	0.7%
Cc1onc(-c2ccccc2)c1C(=O)N/N=C/c1cc(Br)c(Br)o1	-6.4%	i	32.4	4.6	-8.2%	14.7%	-0.3%[50 µM]	11.0%	-0.4%	-2.5%
CC(C)NS(=O)(=O)c1ccc(NC(=S)NC(=O)c2cccc([N+](=O)[O-])c2)cc1	-5.1%	i	-4.6	13.2	-5.0%	13.6%	-0.1%	0.0%	-0.4%	-2.2%
CCN(CC)C(=O)c1ccc(S(=O)(=O)NCc2cccnc2)cc1	2.8%	i	7.8	6.1	-6.9%	17.2%	0.4%	13.1%	-1.1%	-0.8%
COC(=O)COc1ccc2oc(=O)cc(-c3cc4cccc(OC)c4o3)c2c1	-8.0%	.	.	.	.	13.1%	0.3%	4.3%	0.5%	.
COc1ccc(C(=O)CSc2nccn2C)cc1	-6.2%	.	.	.	.	-4.9%	0.5%	0.7%	0.3%	.
Cc1cc(C)c2nc(NNC(=O)c3ccc(S(=O)(=O)N4CC(C)CC(C)C4)cc3)sc2c1 (stereo not drawn)	-2.8%	i	10.8	3.4	-15.4%	1.5%	3.0%	-1.5%	0.0%	-1.3%
CN(C(=O)COc1ccc(S(=O)(=O)N2CCOCC2)cc1[N+](=O)[O-])C1CCS(=O)(=O)C1 (stereo not drawn)	-6.8%	i	.	.	.	12.4%	0.2%	1.0%	0.3%	.
O=C(Nc1cccc2ccccc12)c1onc2c1CCCC2	2.2%	i	10.7	13.0	-6.6%	4.5%	-0.3%	4.2%	-0.1%	0.7%
C#CCNC(=O)C1=C[C@@H](c2ccc(C(F)(F)F)cc2)[C@H](CCCO)[C@@H](OCC)O1	-9.2%	i	2.7	9.9	-7.2%	7.2%	0.5%	3.1%	-0.3%	3.6%
Cc1cc(C)n(-c2nc3ccccc3[nH]c2=O)n1	-4.8%	i	-2.2	-0.5	-7.3%	-1.8%	5.3%	2.4%	0.5%	-0.9%
O=C(c1c[nH]c(C(=O)C(Cl)(Cl)Cl)c1)c1ccc(F)cc1F	-11.2%	.	.	.	.	12.8%	0.3%	5.7%	0.0%	.
C=CCn1c(SCC(=O)NCc2ccccc2)nnc1-c1cc(Br)ccc1O	0.7%	i	13.2	16.9	-4.5%	9.8%	-0.4%	12.4%	1.0%	3.2%	NS5 inhibitors pilot replicate=-5.0
COC(=O)c1ccc(-n2ccnc2)cc1	2.8%	.	-14.9	9.2	-10.1%	26.4%	0.2%	1.3%	.	-1.9%
CC(CCc1ccccc1)NC(=O)/C=C/c1ccccc1 (stereo not drawn)	-5.4%	i	7.8	4.8	-5.6%	-0.7%	0.2%	0.6%	-0.3%	0.1%
COc1ccc(NC(=O)Nc2c(C)n(-c3ccccc3)c(=O)n2C)cc1OC	-8.3%	i	16.0	10.6	-1.0%	-0.9%	0.1%	1.1%	0.5%	-1.7%
COc1ccc(N2CCN(C(CNS(=O)(=O)c3ccccc3)c3ccccc3)CC2)cc1 (stereo not drawn)	1.7%	.	.	.	.	26.9%	0.4%	4.0%	-0.3%	.
CCc1ccc(OCc2nc(-c3ccccn3)no2)c(Br)c1	-0.7%	i	-19.4	-32.1	-4.9%	-3.9%	0.1%	1.8%	-0.9%	-5.2%
CSC(C(=O)c1cc2ccccc2o1)c1ccccc1 (stereo not drawn)	0.0%	.	.	.	.	19.0%	2.2%	0.7%	.	.
Cc1ccc(S(=O)(=O)C(C#N)=C2N(C)c3ccccc3N2C)cc1	5.3%	i	.	.	-0.7%	1.6%	0.1%	7.0%	0.0%	-1.8%
CCOC(=O)c1c(C)[nH]c(C)c1S(=O)(=O)N(C)CC(=O)Nc1ccccc1	-3.6%	.	.	.	.	7.1%	0.0%	0.8%	0.3%	.
CCN1CCN(C(c2ccccc2)c2sc3nc(C)nn3c2O)CC1 (stereo not drawn)	-9.0%	i	10.7	6.9	.	2.1%	-0.3%	1.3%	-0.1%	.
COc1ccc(OC)c(NS(=O)(=O)c2ccc(NC(=O)c3ccc(NS(C)(=O)=O)cc3)cc2)c1	-3.2%	i	-1.4	19.0	-11.3%	22.7%	2.6%[50 µM]	1.9%	1.7%	-2.0%
COC(=O)c1sccc1NC(=S)N1CCC(C)CC1	-1.6%	i	9.8	5.4	-8.1%	2.5%	0.5%	1.4%	-0.1%	-1.3%
O=C(O)c1cc(NS(=O)(=O)c2ccc(N3CCOCC3)c([N+](=O)[O-])c2)cc(C(=O)O)c1	2.2%	i	3.8	4.8	1.6%	2.7%	3.0%	1.2%	1.0%	0.4%
Cc1cc([N+](=O)[O-])nn1CC(=O)NNC(=S)Nc1ccc([N+](=O)[O-])cc1	-0.7%	i	20.6	15.5	-1.1%	23.6%	1.9%	0.2%	0.8%	-1.0%
Cc1ccccc1NC(=O)c1cc(S(=O)(=O)N2CCCCC2)cs1	0.7%	i	-9.7	0.6	-3.8%	1.8%	0.1%	1.2%	-0.9%	-1.0%
COc1ccccc1NS(=O)(=O)c1cc(NC(=O)c2cc[n+]([O-])cc2)ccc1N1CCCC1	0.7%	i	14.9	2.6	-8.2%	6.8%	-2.3%	-0.6%	-0.5%	-2.6%
CN(C)/C=C/C(=O)C(F)(F)F	1.6%	i	-6.1	24.0	-10.2%	7.7%	-0.5%	-0.2%	-0.1%	-1.5%
CCN(CC)C(=O)c1cnn(-c2ccccc2)c1NC(=O)c1cccc(F)c1	-2.1%	i	-19.1	-10.4	-3.6%	5.2%	0.2%	0.9%	-0.2%	0.4%
O=C(COC(=O)c1cccc(C(=O)OCC(=O)c2ccc(Br)cc2)n1)c1ccc(Br)cc1	-7.2%	i	-15.4	-4.0	-6.6%	8.1%	4.1%	2.2%	0.0%	-0.1%
CC(C)C1CC(CCNCc2ccc(N(C)C)cc2)(c2ccccc2)CCO1 (stereo not drawn)	-3.9%	i	6.4	8.7	-7.8%	22.1%	-0.6%	2.4%	-1.3%	-1.2%
Cc1ccc(S(=O)(=O)N(CC(=O)NCC2CCCO2)C2CCCCC2)cc1 (stereo not drawn)	0.0%	.	.	.	.	12.1%	0.2%	-0.5%	-0.6%	.
NC(=O)C1CCN(CC(=O)Nc2ccccn2)CC1	5.5%	i	8.1	12.7	-10.0%	13.5%	-0.2%	1.1%	-0.2%	1.2%
COc1ccc(/C=C2\SC(=NCc3ccccc3)NC2=O)cc1	-3.9%	i	3.5	-30.8	-2.0%	7.0%	0.8%[50 µM]	1.7%	-0.8%	-0.1%
CC1CCCC(C)N1C(=O)COC(=O)c1ccc(O)cc1 (stereo not drawn)	3.2%	i	2.4	-6.5	-7.9%	-4.2%	0.3%	1.7%	0.0%	-1.7%
COc1ccc(C)cc1NC(=O)CSc1nnc(COc2ccc(C)cc2)n1Cc1ccco1	-9.0%	i	51.2	3.1	-1.6%	11.0%	0.0%	2.7%	0.1%	-0.1%
O=C(CSc1nnc(CNC(=O)c2cccs2)o1)Nc1ccc(Br)cc1	-11.9%	.	.	.	.	7.5%	0.2%	0.9%	-0.2%	.
CCCCC(OC(=O)c1ccco1)C(=O)NCc1ccc(C)cc1 (stereo not drawn)	4.2%	.	.	.	.	3.5%	0.1%	1.1%	-0.3%	.
CC(C)C[C@H](NC(=O)c1nc[nH]c1C(=O)N1CCN(c2ccccc2)CC1)C(=O)OCc1ccccc1	-11.2%	i	.	.	.	9.5%	-0.3%	6.5%	-0.4%	.
CN(/N=C/c1ccc(-c2ccc([N+](=O)[O-])cc2)o1)c1ccccc1	-27.0%	.	.	.	.	11.0%	0.1%	2.9%	-0.5%	.	NS5 inhibitors pilot replicate=-9.1
CCCCC(CC)CNC(=O)c1ccc2c(c1)OCO2 (stereo not drawn)	-2.1%	i	11.1	13.8	-8.1%	10.1%	-0.6%[50 µM]	-0.9%	-0.8%	2.0%
COc1ccc(C(=O)NCc2ccncc2)cc1OC	-0.9%	i	-2.8	-10.0	-4.5%	0.4%	0.4%	1.5%	0.0%	0.0%
O=S(=O)(NCc1cc(-c2ccccc2Cl)no1)c1ccc(Cl)cc1	-4.0%	i	19.2	22.0	0.7%	9.6%	-1.5%	17.0%	-1.2%	0.2%
CCOC(=O)COn1c(-c2cccc(Cl)c2)nc2ccc([N+](=O)[O-])cc21	-4.1%	i	49.6	29.3	-4.0%	4.2%	0.4%	3.8%	-0.2%	-0.5%
O=C1C=C(Nc2cccc(Cl)c2)CC(c2ccco2)C1 (stereo not drawn)	0.0%	i	9.4	8.9	-5.8%	3.8%	-0.4%[50 µM]	4.0%	-1.0%	-3.0%
NC(=O)[C@@H]1CC2(CC(c3cccc(NC(=O)[C@H]4CCC(=O)N4)c3)=NO2)CN1C(=O)c1ccc(Cl)cc1 (stereo partly drawn)	-7.4%	i	.	.	.	-0.4%	2.7%	-0.1%	0.6%	.
CCN1C=C(Cc2ccc(OC)cc2)C2=C(C1)C(c1ccc(OC)cc1)C(C#N)=C(N)O2 (stereo not drawn)	-38.2%	.	-3.8	31.3	7.7%	2.8%	0.0%	3.5%	.	-1.8%
CCSc1nc2ccccc2n1CC(=O)N1CCCCC1	-2.1%	i	-13.0	-15.0	-1.9%	.	5.6%	0.7%	0.0%	-0.8%
